Screening results deposited in PubChem BioAssay by several laboratories.
FadD28 binding: inhibitors of FadD28 bisubstrate probe binding, primary screen, biochemical, fluorescence polarization, single point; Mycobacterium tuberculosis FadD28 fatty-acid-AMP ligase; inhibition, % at 12.5 µM; 360,000 tested, 0.22% active; AID 588549, 2011; in the data active means inhibition above about 8.5%, passing the limit was not always enough; inconclusive means no clear call, values can overlap the other calls
BioA inh: M. tuberculosis BioA enzyme inhibitors, primary screen, biochemical, plate reader, single point, HTS. inhibition, % at 9.99 µM. 360,000 tested, 0.096% active. 7,8-diaminopelargonic acid synthase BioA (Mycobacterium tuberculosis). purified M. tuberculosis BioA enzyme; in the data active means inhibition above about 40%; inconclusive means no clear call, values can overlap the other calls
GDH-TPI counter: GDH-TPI coupling enzyme inhibitors, primary screen, artefact control for M. tuberculosis FBA inhibitor project, biochemical, absorbance, full deck. GDH-TPI coupled enzyme counterscreen, NADH absorbance. 360,000 tested, 1.2% active. AID 588335, 2011. inhibition, % at 4.8 µM;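 further: 0% = DMSO wells and 100% = wells lacking the enzyme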
DUSP3 inh: VHR1 phosphatase inhibitors, primary screen, biochemical, absorbance, uHTS; Dual specificity protein phosphatase 3 (Homo sapiens), P51452; recombinant VHR phosphatase, pNPP absorbance; inhibition, % at 13.3 µM; 290,000 tested, 0.52% active; AID 1654, 2009; in the data active means inhibition above about 50%; further: some compounds called inactive have numbers as strong as hits
Target sequence (P51452 whole entry, looked up): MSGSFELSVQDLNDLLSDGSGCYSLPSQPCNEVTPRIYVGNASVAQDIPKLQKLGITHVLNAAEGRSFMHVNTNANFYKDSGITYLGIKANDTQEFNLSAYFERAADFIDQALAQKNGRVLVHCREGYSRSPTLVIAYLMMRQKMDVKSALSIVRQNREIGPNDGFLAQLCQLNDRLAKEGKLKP
MazF activator: activators of E. coli MazEF toxin-antitoxin RNase, primary screen, biochemical, fluorescence, uHTS; Endoribonuclease toxin MazF (Escherichia coli (strain K12)), P0AE70; FAM/BHQ RNA-DNA oligo cleavage fluorescence, 5 h; activation, % at 20 µM; 350,000 tested, 0.32% active; AID 504720, 2011; in the data active means activation above about 50%
Target sequence (P0AE70 whole entry, looked up): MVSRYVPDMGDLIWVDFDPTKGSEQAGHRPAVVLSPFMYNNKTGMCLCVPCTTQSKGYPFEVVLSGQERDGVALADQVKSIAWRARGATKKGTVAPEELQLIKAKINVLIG
BoNT F protease: BoNT/F light chain protease inhibitors, primary screen, biochemical, flow cytometry, MLPCN library | Botulinum neurotoxin type F light chain protease (Clostridium botulinum) | Multiplex microsphere protease cleavage assay | inhibition, % at 10 µM | 360,000 tested, 0.22% active; in the data active means inhibition above about 35%, passing the limit was not always enough; inconclusive means no clear call, values can overlap the other calls; further: plate controls were buffer without enzyme for full effect and enzyme alone for no effect
FBA Mtb inh: Mtb FBA enzyme inhibitors, primary screen, biochemical, fluorescence, strain H37Rv. Fructose-bisphosphate aldolase (Mycobacterium tuberculosis (strain ATCC 25618 / H37Rv)), …. purified M. tuberculosis FBA, fluorescence read-out. inhibition, % at 1 µM. 360,000 tested, 2.3% active; in the data active means inhibition above about 27%;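 further: 0% = vehicle and 100% = reference inhibitor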
Target sequence (P9WQA3 whole entry, looked up): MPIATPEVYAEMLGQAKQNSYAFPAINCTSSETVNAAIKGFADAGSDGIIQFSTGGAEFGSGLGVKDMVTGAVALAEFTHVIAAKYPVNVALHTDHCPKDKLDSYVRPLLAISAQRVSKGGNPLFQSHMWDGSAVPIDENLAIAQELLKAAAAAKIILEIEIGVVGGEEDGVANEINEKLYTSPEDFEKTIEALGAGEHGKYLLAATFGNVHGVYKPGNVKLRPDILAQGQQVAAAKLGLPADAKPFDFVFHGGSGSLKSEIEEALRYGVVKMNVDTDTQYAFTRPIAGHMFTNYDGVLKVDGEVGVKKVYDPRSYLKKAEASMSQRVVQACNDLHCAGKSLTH
Mtb UGM inh: M. tuberculosis UGM enzyme inhibitors, primary screen, biochemical, fluorescence polarization, single point; purified UGM, fluorescence polarization probe displacement; AID 504406, 2011; UDP-galactopyranose mutase (Mycobacterium tuberculosis (strain ATCC 25618 / H37Rv)), …; 320,000 tested, 0.06% active; inhibition, % at 10 µM; in the data active means inhibition above about 10%, passing the limit was not always enough; inconclusive means no clear call, values can overlap the other calls
Target sequence (P9WIQ1 whole entry, looked up): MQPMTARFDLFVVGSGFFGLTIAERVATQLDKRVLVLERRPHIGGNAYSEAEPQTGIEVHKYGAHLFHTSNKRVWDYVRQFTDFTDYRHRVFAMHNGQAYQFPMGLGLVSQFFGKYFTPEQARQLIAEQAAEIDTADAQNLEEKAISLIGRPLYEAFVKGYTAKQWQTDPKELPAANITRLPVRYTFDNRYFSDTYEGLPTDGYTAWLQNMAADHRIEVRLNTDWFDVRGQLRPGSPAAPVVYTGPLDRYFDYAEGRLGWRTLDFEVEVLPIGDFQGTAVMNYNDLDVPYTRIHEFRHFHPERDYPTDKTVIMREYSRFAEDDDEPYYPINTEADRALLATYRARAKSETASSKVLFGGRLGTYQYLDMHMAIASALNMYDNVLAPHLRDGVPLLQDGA
CCHFV vOTU inh: CCHFV vOTU protease inhibitors, primary screen, biochemical, Pep-AMC substrate, fluorescence | inhibition, % at 11.5 µM | 370,000 tested, 0.55% active; further: 0% = vehicle wells with enzyme and 100% = no enzyme wells
Rv3671c protease: Rv3671c serine protease inhibitors, primary screen, biochemical, fluorescence polarization, M. tuberculosis H37Rv; P9WHR9; inhibition, % at 5.96 µM; 320,000 tested, 0.048% active; AID 2606, 2010; in the data active means inhibition above about 38%;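 further: extracellular domain of Rv3671c used as enzyme; 0% = enzyme with DMSO and 100% = no enzyme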
An asterisk follows results filed as active; ? = inconclusive; nt = not tested or not shown; & = joins results of further samples. Unless noted, no stated cut-off is given here; in the data, active means inhibition above about 30%; inactive means the rest.

SMILES	FadD28 binding	BioA inh	GDH-TPI counter	DUSP3 inh	MazF activator	BoNT F protease	FBA Mtb inh	Mtb UGM inh	CCHFV vOTU inh	Rv3671c protease
COc1ccccc1C1=CC(=O)C[C@H](c2ccc(Cl)cc2)C1	-1.8	-6.4	1	nt	-11	2	1	-0.3	-2	-5
Cc1nc2c3ccccc3[nH]c(=O)n2n1	-4.0	0.8	-8	9	1	4	-1	0.9	-4	-4
O=c1[nH]c(CSc2nnc(Nc3ccccc3)s2)nc2ccccc12	1.2	-4.9	9	44	-53	-11	-1	-0.7	0	-21
COc1ccccc1NC(=O)c1ccc2c(c1)N(CC(=O)NC(C)(C)C)C(=O)C(C)(C)O2	-5.4	-1.6	8	-12	6	12	-2	-0.1	-9	8
CC1CCCCC1NC(=O)CN1CCC(O)(c2ccc3c(c2)OCO3)CC1 (configuration not stated)	0.1	nt	1	-10	3	-3	-4	-3.1	6	0
CCN(CC(=O)Nc1ccc(NC(C)=O)cc1)C(=O)CSc1nnc(-c2ccco2)n1CC	1.7	-1.7	14	nt	4	-5	1	3.2	-3	-6
Cc1ccc(NC(=O)CSc2n[nH]c(-c3cccnc3)n2)cc1Cl	-7.1	23	2	-8	5	-16	-3	-0.9	6	-13
Cc1ccc(NC(=O)C2CCN(C(=O)[C@@H]3Cc4ccccc4CN3)CC2)cc1	0.8	0.7	-1	48	6	-6	0	-2.4	-1	-7
CCc1cc2c(-c3ccccc3)cc(=O)oc2cc1OC(=O)c1cccs1	-2.9	nt	7	17	1	0	0	-2.6	1	9
CC1(C)OC(C)(C)/C(=C\c2ccccc2[N+](=O)[O-])C1=O	0.5	-2.2	9	nt	-12	18	2	0.1	-12	4
CC(=O)c1ccc(S(=O)(=O)N2CCN(CC(=O)Nc3ccc(Cl)c([N+](=O)[O-])c3)CC2)cc1	-0.5	1.1	23	nt	-5	-4	2	1.2	9	-13
CCC(C)c1ccccc1NC(=O)COC(=O)C1=COCCO1 (configuration not stated)	-3.9	nt	1	20	11	-7	0	4.4	-3	-4
Cc1cccc(NP(C)(=O)c2nc3c(s2)CCCC3)c1 (configuration not stated)	-2.3	-1.1	-2	40	1	1	2	-0.8	-4	4
c1ccc(Cc2nnc3sc(-c4ccc5c(c4)OCO5)nn23)cc1	-0.7	-1.2	19	nt	4	2	6	4.3	-7	8
Cc1ccc2cc(C#N)c(N3CCCN(S(=O)(=O)c4ccc(F)cc4)CC3)nc2c1	-5.7	-3.5	1	27	-12	30	10	0.5	-6	-8
CN(C(=O)CSc1nc(-c2ccccc2)cs1)C1CCS(=O)(=O)C1 (configuration not stated)	0.9	-0.7	0	0	8	-4	-2	0.6	-7	1
Cc1cc(SCC(=O)c2ccccc2)nc(=O)[nH]1	-1.8	0.5	-1	-4	-19	nt	-3	0.1	9	6
CC(C)c1ccc(NC(=O)Nc2nc(C(N)c3ccccc3)cs2)cc1 (configuration not stated)	-3.0	-1.1	11	nt	nt	-19	-1	nt	-2	nt
Cc1cc(Cl)ccc1OCCCC(=O)N1CCN(S(=O)(=O)c2ccccc2)CC1	nt	nt	-6	nt	5	-6	0	0.4	28	7
COC(=O)c1c(NC(=O)COC(=O)c2ccc(C)s2)sc2c1CCCCC2	-0.4	-1.8	8	2	4	7	0	-1.9	-4	-5
CCC(c1nc2ccccc2c(=O)n1-c1cccnc1)N1C(=O)c2ccccc2C1=O (configuration not stated)	-1.1	-0.5	2	27	-1	-7	-1	0.2	-26	-1
CCC(CC)NC(=O)c1nn(Cc2ccccc2)c(=O)c2ccccc12	0.4	nt	-7	14	3	-17	2	-1.2	17	-1
O=S(=O)(c1ccc2c(c1)CCCN2)N1CCCC2CCCCC21 (configuration not stated)	6.0	-1.1	5	-14	7	3	1	1.0	6	3
COc1ccc(-c2ccc(-c3cc(=O)oc4cc(OC)c(OC)c(OC)c34)cc2)cc1OC	-0.5	0.5	13	nt	-5	1	0	nt	-7	nt
Cc1cc(C)c2cccc(NC(=S)NC(=O)c3ccccc3)c2n1	-2.9	-3.3	13	-1	-2	-7	0	nt	20	-4
Going on with the list:
SMILES	FadD28 binding	BioA inh	GDH-TPI counter	DUSP3 inh	MazF activator	BoNT F protease	FBA Mtb inh	Mtb UGM inh	CCHFV vOTU inh	Rv3671c protease
Fc1ccc(-n2c(-c3ccc4ccccc4n3)n[nH]c2=S)cc1	0.7	nt	5	26	0	0	0	-0.2	-1	5
CCOC(=O)N1CCC(NC(=O)c2cc(-c3ccc(OC)cc3)nc3ccccc23)CC1	-3.3	-0.4	19	10	5	-1	12	-0.6	0	-4
COc1cc(-c2nnc(COC(=O)c3ccc([N+](=O)[O-])o3)o2)cc(OC)c1OC	-3.2	-1.9	4	nt	7	2	0	nt	14	nt
Cn1c(=O)[nH]c(=O)c2c1nc(Br)n2CCOc1ccccc1	-3.1	0.6	5	24	-2	-1	0	1.8	0	-5
CCN1CCN(c2ccc(S(=O)(=O)N3CCOCC3)cc2NC(=O)CCOc2ccccc2)CC1	-2.8	-0.3	-14	1	-1	8	-3	0.1	0	8
O=C(NCC(c1cccnc1)N1CCN(c2ccccc2)CC1)c1ccc2c(c1)OCO2 (configuration not stated)	-3.8	2.2	0	6	2	6	1	0.9	-6	4
CC1(C)CC(=O)c2cnc(NCc3ccco3)nc2C1	-2.2	-2.0	4	20	10	-14	-4	-1.0	-2	3
CSCCC(NC(=O)c1ccccc1)C(=O)NCCCSc1ccccc1 (configuration not stated)	-0.7	0.4	7	nt	-3	-30	2	0.5	3	-5
CCCCNc1c(-c2ccc(OC)c(SC3CCCCC3)c2)nc2ccc(C)cn12	-1.3	-1.2	25	nt	0	-3&-8	36*	nt	-38&-11	11
Cc1cc(O)cc2c1O[C@@](C)(CCC[C@@H](C)CCC[C@@H](C)CCCC(C)C)CC2	-5.6	0.3	-1	nt	3	5	-3	2.7	11	-6
CCc1cccc2cc3c(N)c(C(=O)Nc4ccc(S(=O)(=O)N5CCCC5)cc4)sc3nc12	-2.2	-0.8	22	34	-56	10	6	3.8	6	18
O=C(COc1ccccc1)NCCSCc1ccco1	-1.4	0.0	7	20	12	-21	-7	-0.5	0	6
COC(=O)C1=C(c2ccc(F)cc2F)C[C@@H]2CC[C@H]1N2C(=O)N1CCOCC1	0.7	-0.9	10	nt	4	-3	1	-0.6	-5	2
CC(CC(=O)Nc1cc(S(=O)(=O)N2CCOCC2)ccc1OCC(F)(F)F)c1ccccc1 (configuration not stated)	-1.7	-1.7	7	nt	-2	2	1	-3.3	-11	7
CN(C(=O)CSc1nnc(-c2cccs2)n1N)c1ccccc1	-4.4	-2.7	11	nt	-4	-3	-2	-0.5	1	7
CCOc1ccc(CCNC(=O)CN2C(=O)CCSc3ccccc32)cc1	-0.4	0.2	3	13	5	10	4	-3.9	12	-4
Cn1ccc(-c2ccccc2)n1	-2.6	1.8	-6	12	6	6	0	1.7	13	5
O=C(COC(=O)C12CC3CC(CC(C3)C1)C2)Nc1ccc(OC(F)F)cc1	1.9	-1.7	2	31	3	1	2	2.0	15	-18
COc1ccc(OC)c(C2=CC(=O)C[C@H](c3ccc4c(c3)OCO4)C2)c1	-1.1	-0.6	13	nt	3	-7	-1	-2.3	-1	-8
CC(=O)Nc1ccc(C(=O)OCC(=O)NCc2cccs2)cc1	0.8	nt	4	nt	7	-1	1	3.1	6	4
CC(NC(=O)c1cccc(N(C)C)c1)c1ccc(-n2ccnc2)cc1 (configuration not stated)	-1.5	3.1	3	-4	6	-23	9	1.9	-11	-2
Cc1ccc(O)c(C(=O)c2cnn(C(=O)c3cccc(S(=O)(=O)N(C)C)c3)c2)c1	0.2	-1.9	6	nt	1	20	-1	nt	-3	nt
O=C(Nc1cccc(-c2cn3c(n2)SCC3)c1)c1ccc(Br)o1	-4.6	nt	-5	21	2	-9	-1	-2.5	-1	-14
Cc1cccc(-c2nnc(SCC(=O)c3ccc(O)cc3O)n2C)c1	2.0	nt	13	27	11	9	2	-2.6	0	0
CC1CCN(S(=O)(=O)c2cccc3cccnc23)CC1	1.1	1.5	-1	24	4	-9	0	-1.8	-5	0

Entries of single compounds as entered above.
Shown for CCOC(=O)N1CCC(NC(=O)c2cc(-c3ccc(OC)cc3)nc3ccccc23)CC1 = FadD28 binding: -3.3; BioA inh: -0.4; GDH-TPI counter: 19; DUSP3 inh: 10; MazF activator: 5; BoNT F protease: -1; FBA Mtb inh: 12; Mtb UGM inh: -0.6; CCHFV vOTU inh: 0; Rv3671c protease: -4
Shown for Cc1cccc(-c2nnc(SCC(=O)c3ccc(O)cc3O)n2C)c1 = FadD28 binding: 2.0; BioA inh: nt; GDH-TPI counter: 13; DUSP3 inh: 27; MazF activator: 11; BoNT F protease: 9; FBA Mtb inh: 2; Mtb UGM inh: -2.6; CCHFV vOTU inh: 0; Rv3671c protease: 0

Continued:
SMILES	FadD28 binding	BioA inh	GDH-TPI counter	DUSP3 inh	MazF activator	BoNT F protease	FBA Mtb inh	Mtb UGM inh	CCHFV vOTU inh	Rv3671c protease
CC(C)CCN(C(=O)Cc1ccc(Cl)c(Cl)c1)c1c(N)n(Cc2ccccc2)c(=O)[nH]c1=O	-1.3	-1.4	-12	37	-2	-4	-2	-0.6	-6	-17
Cc1ccc(Cl)c(OCC(=O)Nc2ccc(S(=O)(=O)NC3=NCCCCC3)cc2)c1	-3.1	-0.8	4	nt	-3	5	-1	-6.8	-4	-7
Cc1ccc(N2CC(C(=O)N3CCN(c4ccccc4)CC3)CC2=O)cc1 (configuration not stated)	-0.2	nt	4	1	8	2	1	1.8	-5	1
COc1cc2c(cc1NC(=O)c1ccc3c(c1)OCO3)oc1ccccc12	-1.5	nt	8	0	2	2	8	-0.6	-22	-18
COc1ccc2cc(S(=O)(=O)NC3CC(C)(C)NC(C)(C)C3)ccc2c1	-1.6	-0.4	8	14	-8	2	6	1.7	-12	-3
Cc1ccsc1C(=O)N1CCC1(C)C(=O)Nc1cccc(C#N)c1 (configuration not stated)	-0.6	5.8	0	nt	nt	8	2	nt	-1	nt
CCc1nnc(NS(=O)(=O)c2ccc(NC(=O)c3ccc(C#N)cc3)cc2)s1	-3.4	2.4	-2	-19	-3	-9	2	2.2	-3	2
CCN(Cc1ccncc1)S(=O)(=O)c1ccc(C(C)=O)cc1	-2.7	4.2	-4	-1	7	2	5	-1.4	-11	-12
CCN(CC)S(=O)(=O)c1ccc(N2CCCC2)c(NC(=O)Cc2ccc(OC)cc2)c1	-1.4	0.1	9	4	10	-17	2	-0.8	3	7
C/C(=N\NC(=O)c1nnn(-c2nonc2N)c1-c1ccc2c(c1)OCO2)c1cccs1	-0.9	-0.2	24	-5	19	1	-1	-1.1	-2	0
COc1ccc(CN2CCCCCC2)cc1Br	0.2	1.4	4	9	-5	?	-2	1.7	-2	0
CC(=O)Nc1ccc(C2=NNC(=Nc3ccc(S(=O)(=O)N4CCOCC4)cc3)SC2)cc1	-4.0	-2.7	25	1	4	-8	-7	-4.0	-4	14
O=C(CSc1nnc(C2CCCCC2)n1-c1ccccc1)NCc1ccco1	-0.7	nt	12	18	3	1	1	-0.5	-1	-3
COc1cc(NC(=O)COc2ccccc2[N+](=O)[O-])ccc1NC(=O)c1cccs1	-1.9	-1.3	41*	18	-19	2	0	nt	8	nt
O=C(N/N=C/C(Br)=C/c1ccccc1)c1ccncc1	-3.5	nt	36*	8	2	?	-1	1.2	3	-2
